FLuc modulator: qHTS profiling assay for firefly luciferase inhibitor/activator using purifed enzyme and Km concentrations of substrates (counterscreen for miR-21 project); 6.9% of 360,000 active; Potency, µM (series often up to 57.5 µM), without a hit: at the highest dose activity change, negative = inhibition, hits mostly inhibitors; Luciferin 4-monooxygenase (Photinus pyralis), P08659; purified FLuc, Km substrates, luminescence inhibition;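 note: plate controls were vehicle for no effect and reference inhibitor for full effect; nearly all actives have a fitted effect of over 55% in size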
Target sequence (P08659 whole entry, looked up): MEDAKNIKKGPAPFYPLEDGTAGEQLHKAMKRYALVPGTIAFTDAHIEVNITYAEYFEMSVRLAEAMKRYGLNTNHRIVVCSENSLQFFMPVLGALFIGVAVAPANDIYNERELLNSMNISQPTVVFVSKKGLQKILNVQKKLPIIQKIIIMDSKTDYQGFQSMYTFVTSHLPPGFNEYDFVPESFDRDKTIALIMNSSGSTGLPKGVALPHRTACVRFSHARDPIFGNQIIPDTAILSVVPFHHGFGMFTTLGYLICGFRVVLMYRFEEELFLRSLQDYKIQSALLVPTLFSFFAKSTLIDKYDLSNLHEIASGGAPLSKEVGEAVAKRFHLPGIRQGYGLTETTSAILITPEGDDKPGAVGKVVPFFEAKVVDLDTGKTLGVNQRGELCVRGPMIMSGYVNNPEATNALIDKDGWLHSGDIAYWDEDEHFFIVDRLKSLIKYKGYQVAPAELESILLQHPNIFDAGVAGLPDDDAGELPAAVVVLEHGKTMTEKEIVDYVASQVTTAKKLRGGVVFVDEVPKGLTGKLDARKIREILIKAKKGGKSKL
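Biochemical qHTS of compounds, final roughly 60 µM downward over six points, against 10 nM purified firefly luciferase using Km concentrations of substrates (10 uM D-luciferin, 10 uM ATP) in Tris acetate pH 7.5 buffer; luminescence output.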
MBNL1 CUG block: qHTS Assay for Inhibitors of MBNL1-poly(CUG) RNA binding; Muscleblind-like protein 1 (Homo sapiens), Q9NR56; TR-FRET MBNL1-His/biotin-(CUG)12 binding, 665/545 ratio; Potency, µM (top dose mostly 57.5 µM), for the others: at the top dose activity change, negative = inhibition, actives largely listed as inhibitors; 0.036% of 280,000 active; AID 2675, 2010; active = well fitted inhibition curve with a large enough effect in the signal ratio, with a control signal flat, not every such curve was filed as active; inconclusive = small, poorly fitted or top-dose-only effect, or effect the other way, or a change in a side signal; inactive = no such curve, though single readings can be large or run the other way; the % refers to the signal ratio; note: % is set by controls: 0 for no effect and ±100 for the full control effect
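Compound titration spanned 92 nM–58 uM against the MBNL1-His/biotin-(CUG)12 complex. After 60 min at room temperature with 5 nM streptavidin-XL665 and 0.055 ng/ul terbium anti-His, ratiometric 665/545 nm emission (Ex 340 nm) normalized to controls.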
p53 reactivation: qHTS assay for re-activators of p53 using a Luc reporter. 0.063% of 320,000 active. Potency, µM (titrated, usually from 92.2 µM), for inactives: top-dose activity change, positive = activation, usual class: activators. H1299 p53-A138V BP100-luciferase reporter, luminescence, 24 h; note: % of control where 0% means no effect; nearly all actives have a fitted effect of over 45% in size
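H1299 (p53-null), stable ts p53-A138V + BP100-Luc; 1000 cells/well, Opti-MEM/10% FBS; cpd 4 pt, 1:5; 24 h, 37 deg C, 5% CO2; detection reagent 10 min RT; luminescence.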
BRCA1 expr act: qHTS Assay to Identify Small Molecule Activators of BRCA1 Expression | MCF7-BRCA1-FFLuc reporter, luminescence, 48 h; response scale: scaled: vehicle 0%, 10 µM genistein 100% | Potency, µM (titrated, usually from 46.1 µM), without a hit: at the top dose activation, usual class: activators | 1.1% of 380,000 active | AID 624202, 2012; note: nearly all actives have a fitted effect of over 80% in size; some results filed as inactive show a strong effect at the top dose
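Compounds are tested at multiple concentrations on MCF7 BRCA1-luciferase reporter cells seeded at 2000 per well; after 48 h, a single luminescence end-point is taken and curves fitted to the normalized data.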
Rab9 prom act: qHTS Assay for Rab9 Promoter Activators. Huh7 Rab9 promoter-luciferase reporter, luminescence, 24 h. Potency, µM (highest dose often 9.22 µM), for the others: top-dose activation, negative = inhibition, usual class: activators. 2.8% of 320,000 active. AID 485297, 2010; note: % of control where 0% means no effect; nearly all actives have a fitted effect of over 60% in size
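Stable Rab9-luc Huh7, 1500 cells/well, 2 h settle; cmpd in DMSO, 24 h, 37 °C/5% CO2; luciferase reagent 10 min RT; luminescence.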
ELG1 genotox: qHTS screen for small molecules that induce genotoxicity in human embryonic kidney (HEK293T) cells expressing luciferase-tagged ELG1; Potency, µM (titrated, usually from 46 µM), for inactives: at the top dose activity change, positive = activation, hits mostly activators; 1.3% of 330,000 active; AID 504466, 2011; HEK293T ELG1-luciferase reporter, luminescence, 16 h; note: % of control where 0% means no effect; nearly all actives have a fitted effect of over 60% in size
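16 hr compound incubation (37 °C, 5% CO2) of HEK293T cells carrying luciferase-tagged ELG1; luciferase then measured by ONE-Glo luminescence after 30 min at RT.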
uPA generation: qHTS for Inhibitors of Cell Surface uPA Generation; cell surface uPA generation assay, qHTS; Potency, µM (titrated, usually from 38.3 µM), for inactives: at the top dose activity change, negative = inhibition, most hits filed as inhibitors; 0.31% of 330,000 active; active = well fitted inhibition curve with a large enough effect; inconclusive = small, poorly fitted or top-dose-only effect; inactive = no such curve, though single readings can be large or run the other way; tested in mouse RAW 264.7 cells; note: % is set by controls: 0 for no effect and ±100 for the full control effect; nearly all actives have a fitted effect of over 55% in size
VP16 counter: VP16 counterscreen qHTS for inhibitors of ROR gamma transcriptional activity; Drosophila S2 Gal4-VP16 UAS-luciferase, luminescence, 20 h; 3.5% of 310,000 active; Potency, µM (top dose mostly 53.6 µM), for inactives: top-dose activity, negative = inhibition, actives largely listed as inhibitors;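 note: Gal4-VP16 expression switched on by copper sulfate through the metallothionein promoter; % is set by controls: 0 for no effect and ±100 for the full control effect; nearly all actives have a fitted effect of over 50% in size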
RORgamma inh: qHTS for inhibitors of ROR gamma transcriptional activity; Potency, µM (series often up to 53.6 µM), without a hit: top-dose activity change, negative = inhibition, hits mostly inhibitors; Nuclear receptor ROR-gamma (Mus musculus), P51450; 5.4% of 310,000 active; Drosophila S2 Gal4-RORgamma UAS-luciferase reporter, 20 h; note: % is set by controls: 0 for no effect and ±100 for the full control effect; nearly all actives have a fitted effect of over 60% in size
Target sequence (P51450 whole entry, looked up, the tested form may be a part): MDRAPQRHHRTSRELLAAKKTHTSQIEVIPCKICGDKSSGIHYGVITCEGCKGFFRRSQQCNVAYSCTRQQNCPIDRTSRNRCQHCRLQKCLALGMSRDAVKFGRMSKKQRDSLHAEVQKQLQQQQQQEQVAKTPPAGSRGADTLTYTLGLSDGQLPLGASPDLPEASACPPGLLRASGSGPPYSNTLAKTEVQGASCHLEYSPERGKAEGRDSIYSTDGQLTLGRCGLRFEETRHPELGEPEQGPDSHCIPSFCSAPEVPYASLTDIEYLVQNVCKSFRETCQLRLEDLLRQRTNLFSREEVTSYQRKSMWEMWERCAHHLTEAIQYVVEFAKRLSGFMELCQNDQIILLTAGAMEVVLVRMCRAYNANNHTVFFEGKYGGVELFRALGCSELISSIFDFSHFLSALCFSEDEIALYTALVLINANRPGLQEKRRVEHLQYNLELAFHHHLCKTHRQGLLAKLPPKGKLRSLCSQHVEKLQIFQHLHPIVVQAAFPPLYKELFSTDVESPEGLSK
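Luciferase reporter read in Schneider cells carrying Gal4-RORγ (mouse) and UAS-Photinus luciferase; cells given compound 1 h before 700 uM copper sulfate induction, then incubated 20 h at ambient temperature.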
NPC1 promoter act: qHTS Assay for NPC1 Promoter Activators; Potency, µM (top dose mostly 9.22 µM), inactives show top-dose activation, usual class: activators; 2.4% of 320,000 active; Huh7 NPC1 promoter luciferase reporter, 24 h;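 note: % of control where 0% means no effect; nearly all actives have a fitted effect of over 60% in size; reporter is driven by a mutant NPC1 promoter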
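Quantitative HTS used a cell-based reporter: Huh7 cells stably bearing the NPC1 promoter upstream of luciferase were treated with compounds for 24 h, and promoter activation was read as luminescence.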
The depositor's hits bear a star; ? = inconclusive; nt = not tested or not shown; & = joins results of further samples; [ ] = dose if it differs, or a comment. Unless noted, calls come from the whole dose curve; as a rule, active = well fitted curve in the direction sought with a large enough effect; inconclusive = small, poorly fitted or top-dose-only effect, or another doubt; inactive = no such curve, though single readings can be large; an effect the other way counts as inactive or inconclusive. Potency is the fitted concentration of half-maximal effect.

Order of results: FLuc modulator	MBNL1 CUG block	p53 reactivation	BRCA1 expr act	Rab9 prom act	ELG1 genotox	uPA generation	VP16 counter	RORgamma inh	NPC1 promoter act
O=c1c2c(ncn1CCO)nc1n2CCC1
→ -1%	-15%	-3%	2%	2%	11%	4%	-4%	3%	-5%
COC(=O)c1ccc(C)c(NS(=O)(=O)c2ccc3c(c2)OCCO3)c1
→ 5%	-6%	3%	-83%	-22%	7%	?	?	?	-17%
COC(=O)c1ccc(CSc2nnc(NC(=O)C3CCCO3)s2)cc1 (stereo not drawn)
→ -3%	-5%	0%	9%	4%	4%	8%	3%	29%	1%
Cc1ccccc1-c1coc2cc(O)ccc2c1=O
→ -3%	3%	-6%	?	-5%	-2%	3%	1%[0.365 µM]	?	-1%
Cc1cc(N2CCN(C)CC2)nc2ccc(NC(=O)CCC(=O)NCCc3ccc(Cl)cc3)cc12
→ -2%	3%	-3%	-3%	-9%	0%	1%	-11%	-17%	0%
COC(=O)[C@@]1(Cc2ccc(F)cc2)[C@H]2c3cc(C(=O)N(C)C)n(CCSCCO)c3C[C@H]2CN1C(=O)c1ccccc1
→ 1%	20%	0%	-6%	-2%	4%	4%	3%&4%	34%&1%	-1%
O=C(CN1CCCCC1)Nc1ccc(Br)cc1[N+](=O)[O-]
→ ?	?	2%	76%	?	9%	-6%	-17%	-1%	8%
COc1ccc(N2CCN(C(C)=C3C(=O)c4ccccc4C3=O)CC2)cc1
→ 0%	?	-1%	-21%	-1%	5%	7%	7%	-34%	-3%
COc1ccccc1N(CC(=O)N/N=C/c1ccccc1C(=O)O)S(C)(=O)=O
→ 5%	nt	0%	-23%	1%	2%	-5%	-1%	0%	-2%
COCCn1c(=O)c2cc3c(=O)n(CCOC)c(=O)c3cc2c1=O
→ -18%	?	1%	12%	6%	2%	nt	9%	-5%	2%
O=C(Nc1ccc(Cl)cc1C(=O)NCC1CCCO1)c1ccco1 (stereo not drawn)
→ -13%	-3%	nt	-19%	nt	nt	nt	6%	0%	nt
Cc1cccnc1NC(=O)Nc1cccc(Cl)c1
→ ?	-11%	nt	?	?	?	-5%	5%	-3%	?
COC(CNC(=O)c1ccc2c(=O)n(Cc3ccc4c(c3)OCO4)c(=S)[nH]c2c1)OC
→ 4%	1%	-3%	-5%	7%	8%	10%	-22%	-19%	-5%
COc1ccc(S(=O)(=O)Nc2ccc(S(=O)(=O)Nc3cc(C)nc(C)n3)cc2)cc1OC
→ -1%	-2%	3%	3%	2%	0%	2%	-3%	-10%	-2%
O=C(NCCc1c[nH]c2ccccc12)C(=O)NCC1OCCN1S(=O)(=O)c1cc(F)ccc1F (stereo not drawn)
→ -2%	-2%	-6%	-62%	-2%	-9%	-5%	-1%	24%	2%
Cc1cccc(NS(=O)(=O)c2ccc(C)c(NS(=O)(=O)c3cccs3)c2)c1
→ -1%	nt	-2%	-14%	-3%	1%	0%	nt	nt	-1%
COc1cccc(CNC(=O)c2nnn(CC(=O)Nc3cccc(C)c3)c2N)c1
→ 1%	1%	-2%	-8%	-6%	14%	-3%	1%	-17%	-4%
Cc1nc2c(C)cccc2c2c1CCS2
→ -1%	4%	-1%	-18%	-3%	0%	-2%	7%	4%	-5%
CCn1c(SCCN2CCCCC2)nnc1-c1ccc(S(=O)(=O)N2CCOCC2)cc1
→ 0%	8%	4%	-13%	-3%	-3%	5%	-5%	4%	-3%
Cc1cc(S(=O)(=O)NCc2ccco2)c(C)cc1Cl
→ 1%	0%	-2%	-11%	-4%	0%	-7%	-10%	-5%	-1%
CC(=O)Nc1cc(C(F)(F)F)ccc1N1CCOCC1
→ -2%	-5%	nt	-9%	nt	nt	nt	-3%	0%	nt
CCOC(=O)N1CCN(C(=O)c2ccccc2N(Cc2ccccc2)S(=O)(=O)c2ccc(OC)cc2)CC1
→ 2%	3%	6%	-70%	-27%	3%	-15%	-14%	-5%	-24%
CCCc1ccc(OCc2ccc(C(=O)NN)o2)c(OC)c1
→ -16%	-6%	7%	37%	?	12%	-1%	-1%	6%	2.2µM*
C[C@@]12CCC=C[C@H]1[C@H](c1ccc(F)c(/C=C/c3ccccc3)c1)N(Cc1ccccc1)C2=O
→ -5%	4%	6%	13%	-4%	3%	-4%	-6%	8%	2%
CCOc1ccc(/C=C2\SC(=S)N(C)C2=O)cc1OC
→ -5%	18%	5%	-2%	-7%	1%	-1%	-1%	-13%	-3%
O=C(Cn1ccc([N+](=O)[O-])n1)NCc1cccnc1
→ -2%	11%	6%	0%	-4%	1%	-1%	-4%	-8%	-4%
CC(C)c1ccc(-c2cc(C(=O)N3N=C(C(F)F)CC3(O)C(F)F)c3ccccc3n2)cc1 (stereo not drawn)
→ 1.5µM*	1%	?	14%	?	?	nt	?	-74%	?
COc1ccc(-c2[nH]ncc2CN2CCCOc3c(cccc3OC)C2)c(OC)c1
→ -1%	-4%	-3%	-4%	8%	1%	-2%	-8%	0%	-3%
COc1ccc(S(=O)(=O)N(C)C)cc1NC(=O)Cc1ccc(S(=O)(=O)N2CCOCC2)s1
→ -10%	nt	-8%	3%	-1%	-5%	-5%	nt	nt	5%
CNC(=O)Nc1ccc2nc(C)sc2c1
→ ?	-15%	6%	53%	20%	7%	16%	-23%	-11%	8%
COc1ccc(NC(=S)N2CCN(C(=O)c3ccco3)CC2)c(OC)c1
→ 1%	nt	6%	3%	4%	0%	2%	4%	4%	?
C/C(=N\NC(=O)CNC(=O)C(c1ccccc1)c1ccccc1)c1ccc(C(C)(C)C)cc1
→ 1%	-10%	9%	-40%	-7%	9%	11%	?	-10%	-3%
Cc1ccc(-c2nn(Cc3ccccc3)cc2C(=O)NCC2CCCO2)cc1 (stereo not drawn)
→ 4%	nt	-1%	-9%	-5%	-1%	0%	nt	nt	-1%
C=CCn1c(-c2cccc(Cl)c2)n[nH]c1=S
→ 5%	32%[activator]	4%	0%	4%	-1%	3%	7.1µM*	4µM*	-1%
CCCCN1C(N)=NC[C@@H]1Cc1ccc(O)cc1
→ 1%	-3%	-2%	-29%	0%	3%	12%	2%	27%	-6%
CC(C)n1cc(/C=C2/SC(=O)N(CC(=O)N3CCCC3)C2=O)c2ccccc21
→ -6%	?	-1%	-18%	-12%	-3%	-2%	-2%	36%	-4%
CCCOc1ccc(Cn2c(O)cc(=O)[nH]c2=O)cc1
→ 2%	3%	1%	0%	-1%	0%	0%	-4%	8%	-1%
CC(=O)c1ccc(S(=O)(=O)NCCC(=O)N2CCN(c3ccccn3)CC2)cc1
→ 1%	nt	-3%	4%	-6%	-1%	4%	nt	nt	-1%
Nc1ccccc1S(N)(=O)=O
→ 2%	nt	8%	-4%	1%	-7%	-3%	11%[17 µM]	-18%[16.9 µM]	7%
O=C(CCCCCNC(=O)c1ccccc1)C[N+](=O)[O-]
→ -13%	-4%	2%	-17%	3%	0%	-6%	7%	-4%	0%
Cc1ccc(C(=O)O/N=C(\N)c2ccccn2)cc1
→ 0.024µM*	-3%	-11%	-73%[inhibitor]	1.1µM*	?	-16%	13µM*	8.9µM*	0.5µM*
O=C(CN1CCN(c2ccc(O)cc2)CC1)Nc1ccc(-c2ccccc2)cc1
→ 3%	-2%	2%	-36%	6%	-3%	-8%	4%	-1%	3%
Nc1ccccc1-n1c(=O)n(Cc2ccccc2F)c(=O)c2[nH]cnc21
→ -1%	-1%	-2%	7%	2%	4%	2%	5%	-4%	1%
CC(C)NC(=O)c1cc2cc([N+](=O)[O-])ccc2s1
→ -1%	?	5%	-15%	4%	-4%	-7%	-9%	12%	1%
OCCC1CN(Cc2nc3c(s2)CCCC3)CCN1CCc1ccccc1 (stereo not drawn)
→ 0%	-7%	-1%	-1%	7%	-4%	11%	-4%	-5%	4%
CCOC(=O)c1cnc(SCC(=O)c2ccccc2)nc1N
→ 2.1µM*	-4%	24%	?	1.6µM*	21µM*	-6%	-10%	-18%	3.2µM*

Full records, quoted from the list.
`CC(C)NC(=O)c1cc2cc([N+](=O)[O-])ccc2s1` as listed: FLuc modulator: -1%; MBNL1 CUG block: ?; p53 reactivation: 5%; BRCA1 expr act: -15%; Rab9 prom act: 4%; ELG1 genotox: -4%; uPA generation: -7%; VP16 counter: -9%; RORgamma inh: 12%; NPC1 promoter act: 1%
`CCOC(=O)c1cnc(SCC(=O)c2ccccc2)nc1N` as listed: FLuc modulator: 2.1µM*; MBNL1 CUG block: -4%; p53 reactivation: 24%; BRCA1 expr act: ?; Rab9 prom act: 1.6µM*; ELG1 genotox: 21µM*; uPA generation: -6%; VP16 counter: -10%; RORgamma inh: -18%; NPC1 promoter act: 3.2µM*

Screening results: PubChem BioAssay, National Center for Advancing Translational Sciences (NCATS)
